ATXN viability: viability counter-screen for ATXN expression inhibitors. S2 cells (HEK-293 line with an ATXN2-luciferase reporter) viability, CellTiter-Fluor protease fluorescence, 24 h. hit rate 0.49% among 400,000. Potency, µM (highest dose often 56.7 µM), hits mostly cytotoxic. AID 651635; also: potency is read from the fitted curve at half-maximal effect; nearly all actives have a fitted effect of over 40% in size
Akt phos inh: inhibitors of Akt phosphorylation. Neuro2A IGF-stimulated pAkt S473 HTRF, 20 min; stronger effect = lower value. activity change, % for hits at 50 µM. hit rate 0.32% among 360,000; in the data active = activity change below about -80%; inconclusive = mostly about -51% to -80%; also: % is scaled to controls: 0 for no effect and ±100 for the full control effect
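Neuro2A cells (4,500/well, DMEM with 0.5% FBS) were treated with compound at a single 50 µM final concentration, stimulated with 6 nM IGF for 20 min at 37 °C, and lysed. Phospho-Akt Ser473 was read by HTRF as 665/615 ratio ×10^4.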
TGFb SMAD3 inh: inhibitors of TGF-b signaling; hit rate 1.2% among 410,000; HepG2 CAGA-GFP TGF-b/SMAD3 reporter, GFP fluorescence, 18 h; TGF-beta stimulated, 500 pg/mL final; Potency, µM (highest dose often 46.1 µM), for inactives: at the highest dose activity, negative = inhibition, hits mostly inhibitors; AID 588855; also: potency is read from the fitted curve at half-maximal effect; % is scaled to controls: 0 for no effect and ±100 for the full control effect; nearly all actives have a fitted effect of over 65% in size
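TGF-beta reporter screen: HEPG2 CAGA-GFP, 1% FBS, 500 pg/mL TGF-beta final, 18 h; per-cell GFP summed per well; curves fitted and categorized by class.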
Nrf2 block: inhibitors of Nrf2 signaling; Potency, µM (top dose mostly 46 µM), for the others: at the highest dose activity change, negative = inhibition, hits mostly inhibitors; hit rate 2.1% among 360,000; AID 504444; A549 ARE-Fluc reporter, luciferase luminescence, 18-24 h; also: potency is read from the fitted curve at half-maximal effect; % is scaled to controls: 0 for no effect and ±100 for the full control effect; nearly all actives have a fitted effect of over 60% in size
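A549 ARE_Fluc cells, 5000/well, 5% FBS OPTI-MEM; compounds in dose-response, 18-24 h at 37 °C/5% CO2; CellTiter-Fluor viability read (Ex 405/Em 525), then BugLite luciferase luminescence = Nrf2 activity.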
MmCpn inh: M. maripaludis TRiC chaperonin inhibition. purified Mm-Cpn ATPase, ADP Transcreener TR-FRET. Potency, µM (highest dose often 76.9 µM), inactives show at the highest dose activity, negative = inhibition, actives largely listed as inhibitors. hit rate 0.031% among 330,000. AID 504842; also: potency is read from the fitted curve at half-maximal effect; % is scaled to controls: 0 for no effect and ±100 for the full control effect; nearly all actives have a fitted effect of over 80% in size
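Eu-cryptate anti-ADP/ADP-d2 competition gives a ratio inversely related to ADP. Enzyme at 25 nM was pre-exposed to compound for 10 min, then given 10 uM ATP for 30 min, 37°C throughout.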
Nrf2 activator: activates Nrf2 signaling; hit rate 0.31% among 410,000; AREc32 ARE-luciferase reporter (MCF7-derived line), luminescence, 24 h; Potency, µM (titrated, usually from 46.1 µM), inactives show at the top dose activation, hits mostly activators; also: potency is read from the fitted curve at half-maximal effect; % of control where 0% means no effect; nearly all actives have a fitted effect of over 65% in size
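Each well held 1000 AREc32 cells, which were incubated with compound for 24 hr at 37 deg C after overnight attachment, and ARE reporter activity was quantified by firefly luciferase luminescence.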
CCT modulator: modulators of cytosolic chaperonin (CCT/TRiC) activity; purified chaperonin ATPase assay, HTRF ADP detection, 30 min; activity change, % (test concentration not listed), hits read low; hit rate 0.3% among 360,000; AID 651819; in the data active = activity change below about -30%; also: % is scaled to controls: 0 for no effect and ±100 for the full control effect
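Enzyme 40 or 20 nM (batch-dependent) in Tris pH 7.4/KCl/MgCl2/DTT; cpd 76 uM single point; ATP 10 uM; 30 min 37 °C; Transcreener ADP HTRF detection, 30 min RT; ratio 665/615.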
A549 tox: A549 cytotoxicity, counter-screen for Nrf2 inhibitors; A549 ARE-Fluc cells, CellTiter-Fluor viability, 18-24 h; Potency, µM (top dose mostly 46 µM), without a hit: top-dose activity change, negative = cytotoxicity, actives largely listed as inhibitors; hit rate 0.16% among 390,000; AID 504648; also: potency is read from the fitted curve at half-maximal effect; % is scaled to controls: 0 for no effect and ±100 for the full control effect
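A549 ARE_Fluc cells in 5% FBS OPTI-MEM were exposed to compounds in concentration-response for 18-24 h at 37 deg C. Viability was read by CellTiter-Fluor fluorescence (Ex 405/Em 525) after 30 min, before the luciferase read.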
HepG2 viability: kills HepG2 cells in TGF-b inhibitor counter-screen; HepG2 CAGA-GFP viability, ATP luminescence, 18 h; AID 588856; Potency, µM (top dose mostly 46.1 µM), for inactives: at the highest dose activity change, negative = cytotoxicity, usual class: cytotoxic; hit rate 0.76% among 410,000; also: potency is read from the fitted curve at half-maximal effect; some results filed as inactive show a strong effect at the top dose
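CellTiter-Glo luminescence gave cytotoxicity after 18 hours at 37 degrees C. The cells were HepG2 CAGA-GFP in 1% FBS DMEM, stimulated with 500 pg/mL TGF-beta after compound addition. %Activity was normalised to no-cell wells (complete cell-killing) and DMSO (no toxicity), and curves were fitted and classified.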
Starred values were filed as active, the others as inactive; i = inactive; u = inconclusive; x = not tested or not shown; & = joins results of further samples; [ ] = dose if it differs, or a comment. Unless noted, calls follow the shape of the dose curve; as a rule, active = well fitted curve in the direction sought with a large enough effect; inconclusive = small, poorly fitted or top-dose-only effect, or another doubt; inactive = no such curve, though single readings can be large; an effect the other way counts as inactive or inconclusive.

Values run as follows: ATXN viability, Akt phos inh, TGFb SMAD3 inh, Nrf2 block, MmCpn inh, Nrf2 activator, CCT modulator, A549 tox, HepG2 viability
COC(=O)c1ccc(Cn2nnc3c(=O)[nH]c(C4CCCN(S(=O)(=O)c5ccc(C)cc5)C4)nc32)cc1 (stereo unspecified)
→ u, i, -3%, -1%, 2%, -0.3%, -1.3, -5%, -3%
COc1ccc(-c2nc(-c3ccccc3)c(-c3ccc(O)cc3)[nH]2)cc1
→ x, x, u, u, x, -3.0%, x, -9%, -51%
Cc1onc(-c2c(F)cccc2Cl)c1C(=O)N1CCCC1
→ i, i, 0%, -15%, 0%, 0.4%, -1.7, 1%, 3%
COc1ccc(N(C(=O)c2cccnc2)S(=O)(=O)c2cc(OC)ccc2OC)cc1
→ i, i, 17%, 10%, 2%, 0.0%, -0.6, -6%, 10%
CCCCn1nnc(NC(=O)c2ccc(-c3ccccc3)cc2)n1
→ i, i, -15%, 5%, -21%, 0.4%, -4.9, -8%, -26%
O=C1c2c([N+](=O)[O-])cc([N+](=O)[O-])cc2S(=O)N1Cc1ccccc1 (stereo unspecified)
→ i, i, -6%, -10%, -2%, 0.3%, -2.6, 1%, -3%
COc1ccc(-n2nc(C(N)=O)c(O)cc2=O)cc1
→ i, i, 11%, 3%, -2%, -0.8%, 0.9, 1%, 3%
Cc1ccc(N(Cc2cc3cccc(C)c3[nH]c2=O)S(=O)(=O)c2ccccc2)c(C)c1
→ i, i, 10%, -19%, 0%, -0.5%, 1.4, -19%, -6%
Cc1cccc(OC2(c3ccccc3)OC(=O)c3ccccc32)c1C (stereo unspecified)
→ i, i, -27%, u, 1%, -0.4%, 0.9, -5%, -40%
COc1cccc(/C=N/NC(=O)c2ccoc2C)c1
→ i, i, 10%, u, 3%, 0.0%, -2.6, 1%, -31%
Cn1c(N)c(C(=O)COc2ccc(Cl)cc2Cl)c(=O)n(C)c1=O
→ i, i, 2%, -24%, 1%, -1.0%, 1.0, 7%, -6%
CCN=c1scc(-c2ccco2)n1/N=C/c1ccc(O)cc1
→ i, i, -6%, -9%, 0%, 3.0%, -2.4, -13%, 18%
COC(=O)CC1C(=O)NCCN1C(=S)Nc1cc(C)cc(C)c1 (stereo unspecified)
→ u, i, u, 9%, -2%, 0.1%, 0.4, -6%, 2%
COc1ccc(Oc2cccc(Cl)c2CNC(=O)c2ccccc2C(=O)O)cc1
→ i, i, 17%, -17%, -2%, -1.0%, -3.0, 23%, 7%
CCOC(=O)C1CCN(c2nc3cc(OC)ccc3cc2C#N)CC1
→ i, i, 4%, 20%, -6%, 0.4%, 0.5, 3%, 7%
CN(CC(=O)Nc1ccc(F)cc1)C(=O)CSc1nccn1C
→ i, i, 1%, 1%, -3%, -0.2%, -2.9, 1%, 2%
CCc1nnc(NC(=O)[C@@H]2CCCN2C(=O)c2cccs2)s1
→ x, x, -15%, 7%, x, x, x, 3%, -9%
CC(C)(C)c1ccc(C(=O)NCCC(=O)NCc2ccc(F)cc2)cc1
→ i, i, 4%, x, x, 0.9%, 1.0, x, 1%
CC(C)c1ccc(Nc2c(-c3ccco3)nc3ccccn23)cc1
→ u, x, -20%, 15%[9.27 µM], x, 10%, x, u, -5%
N#CC1(Nc2cccc(Cl)c2)CCCC1
→ i, i, 5%, 6%, x, 0.2%, -4.6, 8%, 4%

Limited to MmCpn inh, for 3 of the compounds above:
| Compound | MmCpn inh |
| --- | --- |
| COc1ccc(-n2nc(C(N)=O)c(O)cc2=O)cc1 | -2% |
| Cc1ccc(N(Cc2cc3cccc(C)c3[nH]c2=O)S(=O)(=O)c2ccccc2)c(C)c1 | 0% |
| Cc1cccc(OC2(c3ccccc3)OC(=O)c3ccccc32)c1C (stereo unspecified) | 1% |

Going on with the list.
Values run as follows: ATXN viability, Akt phos inh, TGFb SMAD3 inh, Nrf2 block, MmCpn inh, Nrf2 activator, CCT modulator, A549 tox, HepG2 viability
CC(C)CN(CC(C)C)C(=O)c1cc(S(=O)(=O)N2CCCCC2)c[nH]1
→ i, i, -26%, -8%, 2%, 0.2%, -1.4, -2%, -5%
O=C(O)c1ccc(Cl)c(S(=O)(=O)Nc2ccc(OCc3ccccc3)cc2)c1
→ i, i, -2%, u, 0%, 0.1%, -0.8, 0%, -9%
Cc1c([N+](=O)[O-])c(C/C=N/O)nn1C
→ i, i, 0%, -5%, -3%, -0.4%, 1.1, 4%, -35%
O=C1Nc2ccccc2Nc2ncccc21
→ i, x, 10%, u, 1%, 0.4%, 0.6, -5%, 0%
COc1cccc(/C=C2\N=C(c3c(-c4ccccc4)noc3C)OC2=O)c1OC
→ i, i, -3%, 0%, -4%, 0.0%, -3.7, 3%, 7%
CN(C)c1ccccc1-c1cc(NC=O)c2ncc(-c3cccc(C(F)(F)F)c3)n2c1
→ x, i, u, x, x, -3.4%, -5.4, x, -88%
NS(=O)(=O)c1ccc(CNC(=O)c2ccc(Cl)c([N+](=O)[O-])c2)cc1
→ i, i, -4%, -8%, 1%, 14%, 0.7, -1%, -9%
CN(C=C1C(=O)CC(C)(C)CC1=O)CCN1CCNCC1
→ i, i, 19%, 5%, 1%, -1.0%, 0.8, -9%, -8%
O=C(Cn1cnc2c(OCc3ccccc3)ncnc21)NCc1ccccn1
→ i, i, 3%, 3%, 0%, 0.7%, -0.2, 2%, -25%
CC(C)C[C@H](NC(=O)CC[C@H]1O[C@@H](n2ccc(=O)[nH]c2=O)[C@H](O)[C@@H]1O)C(=O)O
→ i, i, u, x, x, -1.2%, 0.8, x, -1%
COC(OC)C(C)NC(=O)NC(=O)c1ccccc1Cl (stereo unspecified)
→ i, i, 4%, 5%, 2%, 0.1%, 0.3, 7%, -4%
COc1ccc(C(=O)Nc2ccccc2C(N)=O)cc1
→ i, i, -13%, x, 1%, 1.8%, -2.7, -12%, -58%
CN(C(=O)COC(=O)c1ccccc1SCC(=O)N1CCCC1)C1CCS(=O)(=O)C1 (stereo unspecified)
→ i, i, 15%, -3%, -7%, -0.4%, -0.6, -10%, 14%
Cc1[nH]c(=O)[nH]c(=O)c1S(=O)(=O)N1CCCC(C(=O)NCc2ccccc2Cl)C1 (stereo unspecified)
→ i, i, -1%, 3%, 2%, 0.0%, -0.3, -13%, -2%
O=C(O)c1ccc(NC(=O)c2cn(-c3ccccc3)nc2-c2ccc(Cl)cc2)cc1
→ i, i, u, -22%, 1%, 0.9%, 1.6, -14%, -34%
Cc1c(NC(=O)C(C)N2C(=O)C3C4C=CC(C4)C3C2=O)c(=O)n(-c2ccccc2)n1C (stereo unspecified)
→ i, i, -22%, 1%, 1%, 0.1%, -1.5, 1%, -17%
COc1ccc(CNC(=O)c2c(O)c3cccc4c3n(c2=O)CCC4)cc1
→ i, i, -8%, 0%, -4%[15.4 µM], -0.2%, -0.6, 0%, 9%
CC1CCC(NC(=O)CCCCn2c(=O)[nH]c3ccsc3c2=O)CC1 (stereo unspecified)
→ i, i, 8%, -11%, 4%, 3.8%, 1.2, 1%, -14%
COC(=O)c1c(C(=O)OC)c(-c2cccc(Cl)c2)n2c1CS(=O)C2 (stereo unspecified)
→ i, i, -2%, 0%, 1%, 4.6%, 1.3, 4%, 0%
COc1cc(C(=O)NNC(=O)COc2ccc(C)cc2)ccc1OCC(=O)N1CCOCC1
→ i, i, 4%, -9%, 1%, -0.1%, 2.0, 8%, -6%
CCOC(=O)c1cc(OCC)c2c(ccc3cc(OC)ccc32)n1
→ i, i, 0%, x, x, -0.6%, -2.5, x, -7%
COc1cc2c(cc1OC)C1CC(=O)C(CC(C)C)CN1CC2 (stereo unspecified)
→ i, i, -26%, -18%, 0%, -1.3%, 0.4, 3%, -15%
CCOC(=O)CSc1nc2c(sc3ccccc32)c(=O)n1CCO
→ i, x, u, x, x, 5.4%, x, -5%, -34%
O=S(=O)(c1ccc(Oc2ccc(F)c(Cl)c2)nc1)N1CCOCC1
→ i, i, 0%, -13%, 0%, 6.7%, -5.0, 7%, -1%
Cc1ccc2nc(CCc3nc4ccc(C)cc4[nH]3)[nH]c2c1
→ u, i, -16%, -16%, -1%, 0.2%, -7.5, -5%, -6%
CC(NC(C)c1ccccc1Cl)C(=O)Nc1cccc(S(=O)(=O)N2CCCCC2)c1 (stereo unspecified)
→ i, i, u, -25%, -1%, 0.0%, -0.6, -3%, -15%
O=C(CS(=O)CC(=O)Nc1cccnc1)Nc1ccc(F)cc1 (stereo unspecified)
→ i, i, 1%, -13%, 3%, 0.3%, -0.6, 1%, -5%
COc1ccccc1-n1ncc2c(=O)[nH]c(SCC(=O)Nc3ccc(Cl)cc3)nc21
→ x, x, 5%, x, x, 3.3%, x, -5%, 1%
Cc1nnc(NC(=O)CN2CCN(Cc3c(Cl)cccc3Cl)CC2)s1
→ i, i, -3%, 0%, 4%, -0.3%, -1.4, -6%, 7%
CCOc1ccc(NC(=O)COC(=O)CC2CC3CCC2C3)cc1 (stereo unspecified)
→ i, i, -6%, 8%, u, -0.2%, 0.2, 8%, -11%
Cc1onc(-c2c(F)cccc2Cl)c1C(=O)N=C(N)N1CCCC1
→ i, i, 0%, 0%, 1%, -0.2%, 0.0, 1%, -53%
Cc1ccc(C(=O)N(Cc2sccc2C)C2CCS(=O)(=O)C2)cc1 (stereo unspecified)
→ i, i, -1%, 1%&-7%, -1%, -0.7%&3.0%, 0.2, 4%&3%, -5%&-19%
Cc1ccc(S(=O)(=O)N2CCCC(C(=O)Nc3cccnc3)C2)cc1 (stereo unspecified)
→ x, x, -28%, -17%, 1%, -0.2%, -4.5, -21%, 0%
CCn1c(COc2ccccc2C)nnc1SCC(=O)OC
→ u, i, -10%, 8%, -1%, -0.9%, -1.3, -2%, 7%
O=C(CSc1ncn[nH]1)OCN1C(=O)c2ccccc2C1=O
→ i, i, 4%, 3%, 2%, -0.1%, 1.0, 2%, 2%

Source: PubChem BioAssay (National Center for Advancing Translational Sciences (NCATS))
